DAGLB inh: diacylglycerol lipase beta (human) inhibition | inhibition, % at 5.17 µM | Q8NCG7 | 340,000 tested, 0.059% active | HEK293T DAGLB membrane lysate, EnzChek fluorogenic substrate; in the data active = inhibition above about 34%;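 also: 0% = enzyme with vehicle and 100% = wells lacking enzyme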
Cardiac RTF inh: cardiac RTF calcium desensitization; P19429+P45379; IANBD-labeled cardiac RTF, Ca2+ fluorescence; inhibition, % at 7.15 µM; 340,000 tested, 0.12% active;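 active = inhibition above the mean inhibition of all tested compounds plus 3 SD, cut at about 17% in these data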;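 also: assay run at fixed EC70 calcium of 1.6 mM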
CAL PDZ FP-1: inhibitors of human CAL PDZ peptide binding | AID 504414 | inhibition, % at 20 µM | 330,000 tested, 0.02% active | purified CAL PDZ, TMR-peptide fluorescence polarization, 1 h;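 active = highest replicate inhibition of at least 40%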;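 also: plate controls were DMSO neutral control wells for no effect and unlabeled competitor peptide control wells for full effect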
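Read-out basis: mP drop reported as inhibition | Assay system: Tagged CAL PDZ protein CerCALP, purified | Benchmarks: Unlabelled peptide for full inhibition, DMSO wells as neutral | Schedule: 1 h incubation at room temperature before polarization reading | Buffer or medium: Sodium phosphate/NaCl buffer pH 7.4 with TCEP, IgG, Thesit | Doses: Single point, 20 µM | Measured by: Fluorescence polarization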
PKA-R2B act: PKA-R2B complex activation. activation, % at 11.4 µM. 340,000 tested, 0.079% active. PKA-R2B holoenzyme dissociation, Cy5-IP20 fluorescence polarization; R2B truncated from residue 108, S112A mutant; 0% DMSO only, 100% 113 µM cGMP;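 active = activation above a cutoff set at the mean over all compounds plus 3 SD, cut at about 18% in these data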;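 also: higher means more holoenzyme dissociation and a rise in polarization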
Target sequence (P31323 whole entry, looked up, other chains not shown, the tested form may be a part): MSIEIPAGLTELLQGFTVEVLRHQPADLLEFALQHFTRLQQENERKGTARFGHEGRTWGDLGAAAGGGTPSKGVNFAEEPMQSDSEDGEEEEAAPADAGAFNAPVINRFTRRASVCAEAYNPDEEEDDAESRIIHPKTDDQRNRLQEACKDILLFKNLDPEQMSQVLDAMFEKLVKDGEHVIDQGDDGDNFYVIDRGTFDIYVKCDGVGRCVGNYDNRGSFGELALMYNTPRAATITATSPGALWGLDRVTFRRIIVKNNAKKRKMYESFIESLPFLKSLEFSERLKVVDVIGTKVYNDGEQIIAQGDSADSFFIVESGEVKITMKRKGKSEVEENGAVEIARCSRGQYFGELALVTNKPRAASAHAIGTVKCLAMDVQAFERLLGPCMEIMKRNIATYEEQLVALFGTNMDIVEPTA
Rtt109 Vps75: inhibitors of Candida albicans Rtt109/Vps75 histone acetyltransferase; purified Rtt109/Vps75, ThioGlo CoA-SH fluorescence, 4 h; inhibition, % at 34.9 µM; 330,000 tested, 0.16% active; AID 540336;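 active = inhibition of at least 50% in every replicate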
cardiac RTF act: increases calcium sensitivity of human cardiac regulated thin filaments; P19429+P45379; IANBD-labeled TnC RTF fluorescence at EC20 calcium; 0% EC20 calcium, 100% full calcium; activation, % at 7.2 µM; 340,000 tested, 0.24% active;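 active = activation above the mean over all tested compounds plus 3 SD, cut at about 30% in these data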;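 also: rise in fluorescence read as greater calcium sensitivity of cardiac thin filaments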
SR-BI DiI-HDL act: enhances SR-BI lipid uptake from DiI-HDL | AID 504775 | activation, % at 12.5 µM | 320,000 tested, 0.096% active | CHO ldlA[mSR-BI] cells, DiI-HDL uptake fluorescence, 3 h; 100 = double the neutral-control signal;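 active = mean replicate activation of at least 60% and every replicate at or above 60%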;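 also: 0% = median plate neutral-control signal and 100% = twice that signal; values of inactives mirror those of a sister screen read the other way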
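System: LDL receptor-deficient CHO ldlA cells overexpressing murine SR-BI | Timing: 3 h uptake period with compound, 37 °C | Medium: HEPES-buffered (25 mM, pH 7.4) F12 plus 0.5% BSA | Dosing: Single-point compound dose | Signal: Bottom-read fluorescence, 550/595 nm | Read-out: Retained DiI signal reflecting DiI-HDL uptake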
Keap1-Nrf2 PPI: inhibitors of human Keap1-Nrf2 protein-protein interaction; Q14145; inhibition, % at 9.4 µM; Keap1 Kelch-Nrf2 peptide fluorescence polarization, 1536-well; AID 504523; 340,000 tested, 0.15% active; in the data active = inhibition above about 12%;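 also: human Keap1 Kelch domain with fluorescein labeled Nrf2 9mer peptide probe; 0% = neutral control wells and 100% = peptide positive control; higher means more block of Keap1 binding to Nrf2 peptide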
Target sequence (Q14145 whole entry, looked up, the tested form may be a part): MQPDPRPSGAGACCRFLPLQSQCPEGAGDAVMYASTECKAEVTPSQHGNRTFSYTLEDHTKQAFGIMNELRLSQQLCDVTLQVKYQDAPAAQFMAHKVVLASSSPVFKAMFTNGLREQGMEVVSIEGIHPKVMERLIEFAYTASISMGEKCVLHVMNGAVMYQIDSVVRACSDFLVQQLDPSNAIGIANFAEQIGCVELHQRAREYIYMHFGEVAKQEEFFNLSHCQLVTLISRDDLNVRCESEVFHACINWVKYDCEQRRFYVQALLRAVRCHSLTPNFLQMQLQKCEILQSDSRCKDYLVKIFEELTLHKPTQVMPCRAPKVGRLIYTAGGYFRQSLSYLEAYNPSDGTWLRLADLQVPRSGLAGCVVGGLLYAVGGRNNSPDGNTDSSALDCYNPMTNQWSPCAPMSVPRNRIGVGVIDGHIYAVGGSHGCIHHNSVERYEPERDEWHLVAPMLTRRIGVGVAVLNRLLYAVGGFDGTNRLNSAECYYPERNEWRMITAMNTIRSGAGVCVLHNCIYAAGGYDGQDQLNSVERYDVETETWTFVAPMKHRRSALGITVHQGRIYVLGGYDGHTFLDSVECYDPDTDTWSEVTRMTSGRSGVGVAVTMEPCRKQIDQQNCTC
CAL PDZ FP-2: inhibitors of human CAL PDZ peptide binding; Q9HD26; purified CAL PDZ, TMR-peptide fluorescence polarization, 1 h; inhibition, % at 24.9 µM; 300,000 tested, 0.92% active; AID 602252;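 active = mean inhibition of at least 30% with at least half of replicates also reaching 30%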;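 also: 0% = DMSO neutral control and 100% = excess unlabeled competitor peptide PRC23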
LANA DNA inh: KSHV C-LANA DNA binding inhibition; MBP-C-LANA/FAM-LBS DNA binding, fluorescence polarization; inhibition, % at 9 µM; 340,000 tested, 0.078% active; AID 504423;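 active = highest replicate inhibition at or above 60% at 9 µM, even if other replicates fall short; inactive = all replicates below 60% inhibition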;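 also: 0% = neutral control wells and 100% = 4 µM acridine orange control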
Numbers without * were called inactive; . = not tested or not shown.

SMILES	DAGLB inh	Cardiac RTF inh	CAL PDZ FP-1	PKA-R2B act	Rtt109 Vps75	cardiac RTF act	SR-BI DiI-HDL act	Keap1-Nrf2 PPI	CAL PDZ FP-2	LANA DNA inh
O=C(c1ccc(-c2ccc(Cl)cc2)o1)N1CCN(c2ccc([N+](=O)[O-])cc2Cl)CC1	-6	1	-2.1	-2	-7	4	-43	-3	3	-1.5
CC(=O)c1ccc(N=C2NC(=O)C(CO)(CO)S2)cc1	1	-3	0.2	7	-2	-2	12	-5	-2	-1.7
O=C(Nc1ncc(Cc2ccccc2Cl)s1)c1ccc(-c2cccc([N+](=O)[O-])c2)o1	-2	6	-2.5	-3	-7	-5	-33	1	-3	1.5
C/C(Cc1ccccc1)=N\NC(=O)C1CCCCC1	-1	-10	-0.6	1	-4	-3	9	-1	-4	2.3
CN(Cc1cccs1)C(=O)COc1ccc(-c2nnco2)cc1	0	-2	-0.2	-4	-1	2	-2	1	-1	2.7
Cc1oc(-c2ccccc2F)nc1CS(=O)(=O)CC(=O)NCCN1CCCC1	-1	-1	-1.7	0	-2	-1	.	-5	-6	-1.0
CCOC(=O)c1[nH]ncc1CN1CCc2ccc(NC(=O)C3CCCO3)cc2C1 (centres undefined)	0	-1	-0.6	3	0	-2	-11	5	.	0.6
COc1ccccc1C1=CC(=O)CC(C)(C)C1=O	-2	-9	0.4	3	3	-1	10	-4	1	-0.9
Cc1cccc(C(C)C)c1NC(=O)COC(=O)Cc1ccsc1	-3	-8	-0.2	-4	5	3	25	-1	2	0.0
CCS(=O)(=O)c1ccc(O)c(NC(=O)Nc2ccc(C(C)(C)C)cc2)c1	2	-5	1.8	1	-3	-1	10	0	-4	0.4
COc1cccc(-c2nc(S(=O)(=O)c3ccccc3)c(N3CCOCC3)o2)c1	2	3	-1.2	-7	11	-1	-12	-3	-4	2.2
COC(=O)CSCC(=O)Nc1cc2c(cc1C(C)=O)OCO2	-3	-10	-0.3	-8	9	5	-5	2	-5	-0.8

Next section; the last 4 above are carried over.
SMILES	DAGLB inh	Cardiac RTF inh	CAL PDZ FP-1	PKA-R2B act	Rtt109 Vps75	cardiac RTF act	SR-BI DiI-HDL act	Keap1-Nrf2 PPI	CAL PDZ FP-2	LANA DNA inh
Cc1cccc(C(C)C)c1NC(=O)COC(=O)Cc1ccsc1	-3	-8	-0.2	-4	5	3	25	-1	2	0.0
CCS(=O)(=O)c1ccc(O)c(NC(=O)Nc2ccc(C(C)(C)C)cc2)c1	2	-5	1.8	1	-3	-1	10	0	-4	0.4
COc1cccc(-c2nc(S(=O)(=O)c3ccccc3)c(N3CCOCC3)o2)c1	2	3	-1.2	-7	11	-1	-12	-3	-4	2.2
COC(=O)CSCC(=O)Nc1cc2c(cc1C(C)=O)OCO2	-3	-10	-0.3	-8	9	5	-5	2	-5	-0.8
c1ccc(C[C@H]2CN=C(Nc3ccccc3)N2CCCC2CCCC2)cc1	-1	4	-0.9	14	21	-4	-9	-1	-4	-1.6
O=C(COc1ccc(S(=O)(=O)N2CCOCC2)cc1)NC1CCCCC1	-1	0	-0.4	-14	1	-5	16	-2	-9	-1.5
O=C(CN(C(=O)CNC(=O)c1cccs1)c1ccc2c(c1)OCCO2)NC1CCCC1	3	3	-1.7	4	7	4	19	2	-7	-1.6
COc1cc(/C=N/n2c(C)nc3ccccc3c2=O)ccc1O	1	-7	-2.1	-5	0	4	507*	-2	0	-2.4
COc1ccc(-n2c(=O)[nH]cc(C(=O)N3CCCc4ccccc43)c2=O)cc1	-3	-28	-0.1	-2	5	-2	10	-5	-2	-0.3
O=S(=O)(CC(O)CS(=O)(=O)c1ccc(Cl)cc1)c1ccccc1 (centres undefined)	-1	-3	0.2	-4	2	-4	38	-4	42*	-0.4
O=C(c1ccc(Cl)cc1)N1CCN(c2ncccn2)CC1	-8	-6	.	2	-1	-1	15	-1	-9	-1.2
CCCc1nc2cc(Cl)c([N+](=O)[O-])cc2o1	0	1	-1.5	-7	5	1	8	-4	-3	0.7
COc1ccc(C)cc1NC(=O)CN1CCN(C/C=C/c2ccccc2)CC1	2	2	-2.1	-2	.	-4	-19	-5	0	1.5
O=C(/C=C/c1ccccc1)Nc1sc2c(c1C(=O)O)CCC2	5	-12	-1.5	11	-16	2	.	-8	1	-1.7
CC(=O)Nc1cc(NC(C)=O)c(CC(C)C)s1	0	-5	0.0	6	-11	8	-2	-2	3	1.4
Cc1cc(Cl)ccc1OCC(=O)Nc1ccc(CN2CCOCC2)cc1	-1	-6	-2.3	5	-4	-2	-25	-4	-1	0.7
Cn1cnc2c1c(=O)n(Cc1ccccc1C#N)c(=O)n2C	1	2	1.6	-11	3	0	-7	-7	7	-1.2
Cc1ccc(-n2nc(C)c3c(C)cc(=O)[nH]c32)cc1	-3	-10	.	-14	7	4	11	0	3	0.8
O=c1cc(-c2ccc(O)cc2)oc2c(O)c(O)c(O)c(O)c12	3	13	1.3	-7	5	-33	11	0	0	52
Cc1ccc(C2c3[nH]c4ccccc4c3C[C@H]3C(=O)N(c4ccccc4C(=O)NCCCN4CCOCC4)C(=O)N23)cc1 (some centres undefined)	0	-4	-0.9	-2	6	-1	-24	2	-1	-10.0
Cc1ccccc1-n1nnnc1SCC(C)C	-5	2	-0.3	-14	5	16	-8	-5	-3	-1.9
O=C(CCCCC(=O)Nc1ccccc1Cl)Nc1ccccc1Cl	-2	-7	-1.7	-4	0	-5	.	1	2	-2.3
Cc1nc2ccccn2c1CN(C)C(=O)C1CCC(=O)N(Cc2cccc(F)c2)C1 (centres undefined)	0	-9	-1.2	4	-2	1	16	2	.	0.0
O=C(N=C1SC2CS(=O)(=O)CC2N1c1ccccc1Cl)C1CCCO1 (centres undefined)	1	-4	-2.3	0	0	2	13	-5	3	0.6
Cc1ccc(C(=O)c2c3ccccc3[n+]([O-])n2CCC(=O)O)cc1	-1	-4	0.3	0	8	7	10	-6	-1	1.6
CN1CCC(N(C)C(=O)c2cccc(S(=O)(=O)N3CCc4ccccc43)c2)CC1	-3	-2	-1.0	-9	-1	2	-4	-1	-1	-0.1
O=S(=O)(Nc1cccc(-c2cn3c(n2)SCC3)c1)c1ccccc1F	3	3	0.4	-3	5	-2	7	-11	-5	-0.9
CCn1cc(CNC(=O)NC2CCCCC2)c(C)n1	1	3	-2.8	4	-18	0	9	4	3	-0.5
NC(=O)c1ccccc1N/C=C/C(=O)c1ccc(Cl)cc1Cl	4	-15	-4.9	9	6	22	-4	0	-4	0.3
COc1cccc(C(C)NC(=O)Nc2cc(Cl)ccc2OC)c1 (centres undefined)	-4	-9	0.2	2	-4	3	-39	-2	.	-1.0
COc1cc(NC(=O)CSc2ncnc3c2cnn3Cc2ccccc2)cc(OC)c1	-6	3	0.1	-3	-4	-1	22	-3	-1	-1.3
CSc1nnc(C)c(/C=C/Nc2ccc(C)cc2)n1	-11	-14	0.1	6	-3	6	-22	-4	2	1.5
Cc1cc(C)cc(NC(=O)COC(=O)Cc2ccccc2F)c1	-11	1	-1.4	-9	2	-4	-3	-2	-5	-0.9
COc1ccc(S(=O)(=O)Nc2ccc3c(c2)CCC3)cc1	-5	-9	-3.3	-5	5	-3	-7	0	-1	0.6
Cc1[nH]n(-c2ccccc2)c(=O)c1C=NCc1ccncc1	-4	-5	-2.5	1	32	-5	.	-2	-2	-0.2
Cn1c(=S)c2[nH]c(SCC3CCCO3)nc2n(C)c1=O (centres undefined)	-1	-9	-0.8	7	-5	-2	4	-3	-2	2.0
O=C(OCc1ccc(Br)cc1)c1cccc(S(=O)(=O)N2CCCC2)c1	-10	2	-0.8	-12	.	-1	-29	.	-6	.
C/C(=N/N1CCN(c2ccccn2)CC1)c1cccc([N+](=O)[O-])c1	1	-2	-1.5	-9	-7	-3	6	-6	.	-1.8
CCOC(=O)CC1(c2ccc(OC)c(OC)c2)C(=O)c2ccccc2C1=O	-2	0	0.1	4	1	1	6	-7	-2	-0.4
O=C(OCC(=O)N1CCCC1)c1cc2c(cc1[N+](=O)[O-])OCCO2	2	1	-0.8	-5	1	-1	5	-4	.	-1.4
CCOC(=O)c1cc(C#N)c(Oc2ccccc2OC)nc1-c1ccccc1	-11	-7	-0.4	-16	4	2	-42	0	-5	0.4
O=C(O)c1ccc(N2C(=O)CC(SC(=Nc3ccccc3)Nc3ccccc3)C2=O)cc1 (centres undefined)	0	-5	-0.3	0	-4	-4	25	-2	-1	-0.9
COc1cc(/C=C2\SC(N3CCC(C)CC3)=NC2=O)ccc1O	2	-8	-0.4	3	-4	10	-16	-13	-7	-10
O=C(NC1CCCCC1)N1CCN(CCc2ccccc2)CC1	0	-4	.	-2	7	-4	5	3	-3	-8.3
Cc1cccc(NC(=O)CSCC(=O)NNC(=O)c2ccoc2C)c1	1	-4	0.8	-9	2	-2	10	1	-3	-1.0
COc1ccc(CC(O)CC2c3c(cc4c(c3OC)OCO4)CCN2C)cc1 (centres undefined)	-2	-12	-0.3	-5	-6	0	5	-1	-3	-1.7
Cc1ccc(C)c(OCC(=O)NNC(=O)C2CCC2)c1	-3	-1	-1.3	1	0	7	6	-2	9	0.2
CC(=O)Oc1cccc(C(=O)Nc2cccc(C(=O)Nc3ccccc3C(=O)O)c2)c1	3	-5	-3.0	-3	-14	1	2	4	-4	1.2
Cc1ccc(/C=N/Nc2ccc(F)cc2)s1	-2	-3	.	-8	11	0	-19	-5	-1	0.4
CC1CC(C)CN(c2ncc3c(n2)CC(c2ccccc2)CC3=O)C1 (centres undefined)	-4	-1	-2.5	6	-5	3	10	-4	-3	-2.3
CC[C@@H](C)[C@H](NC(=O)Cc1c(C)c2cc3c(C)coc3c(C)c2oc1=O)C(=O)O	-1	-2	-0.2	-7	11	-1	.	-1	-4	1.3
COc1cccc(-c2cccc(NC(=O)C3CCN(Cc4nccs4)CC3)c2)c1	0	1	-0.4	5	5	1	-4	-3	-3	-0.8
CCCN1C2CCCC1CC(NC(=O)c1cccc(OC)c1)C2 (centres undefined)	0	-9	-2.0	-3	-13	4	-9	0	4	0.3
Cc1ccc(-n2cnnn2)c(S(=O)(=O)N2CCOCC2)c1	1	-1	1.1	-5	-5	-5	19	-1	3	0.2
COc1cccc(CNS(=O)(=O)c2cc(-c3cc(C)no3)ccc2C(C)C)c1	-9	-1	-2.7	-6	3	0	-35	-2	-2	-0.9
CC(C)(C)NC(=O)c1cccc(NC(=O)Cc2ccc(Br)cc2)c1	-3	-4	-2.6	-5	4	-1	-3	-8	0	-2.1
CC(=O)Nc1ccc(NC(=O)c2cc[n+]([O-])cc2)cc1	2	-6	-0.9	-1	-2	-1	.	1	0	2.3

Assay outcomes from PubChem.
